GLP1R inv ag: GLP-1 receptor (human) inverse agonism. HEK293 GLP-1R CRE-luciferase, luminescence, 24 h; GLP-1R form is constitutively active. P43220. Potency, µM (series often up to 38.3 µM), for inactives: at the highest dose activity change, negative = inhibition, actives largely listed as inhibitors. hit rate 1.6% among 410,000; also: potency is read from the fitted curve at half-maximal effect; % is scaled to controls: 0 for no effect and ±100 for the full control effect; nearly all actives have a fitted effect of over 55% in size
Target sequence (P43220 whole entry, looked up): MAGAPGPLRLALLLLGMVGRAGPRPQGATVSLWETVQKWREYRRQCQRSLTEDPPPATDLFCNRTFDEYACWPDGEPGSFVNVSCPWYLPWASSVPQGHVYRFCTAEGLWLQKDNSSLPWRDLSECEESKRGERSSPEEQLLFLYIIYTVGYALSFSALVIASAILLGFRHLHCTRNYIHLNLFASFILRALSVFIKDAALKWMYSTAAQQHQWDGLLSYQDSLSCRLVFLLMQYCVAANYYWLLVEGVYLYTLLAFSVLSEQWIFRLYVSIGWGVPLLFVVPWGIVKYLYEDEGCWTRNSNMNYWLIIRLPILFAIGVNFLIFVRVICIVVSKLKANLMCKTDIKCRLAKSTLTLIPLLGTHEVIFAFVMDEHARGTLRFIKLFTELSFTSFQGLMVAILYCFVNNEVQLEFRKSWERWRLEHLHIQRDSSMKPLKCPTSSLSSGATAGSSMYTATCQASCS
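Cells are plated, allowed 12 hours at 37 deg C, then treated with compounds for 24 hr before luciferase detection reagent is added and luminescence is read after 12 min at room temperature. The HEK293 line carries constitutively active GLP-1R with a cAMP-responsive reporter.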
pAkt inh: inhibitors of Akt phosphorylation; activity change, % for hits at 50 µM; Neuro2A IGF-stimulated pAkt S473 HTRF, 20 min; active compounds read low; hit rate 0.32% among 360,000; in the data active = activity change below about -80%; inconclusive = mostly about -51% to -80%; also: % is scaled to controls: 0 for no effect and ±100 for the full control effect
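Neuro2A cells in DMEM with 0.5% FBS, overnight at 37 deg C, given compound at single 50 µM final, then IGF (6 nM final) for 20 min at 37 deg C. Lysed; phospho-Akt Ser473 by HTRF after 24 h, 665/615 ratio.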
GLP1R ag: activates the human GLP-1 receptor. P43220. HEK293 GLP-1R CRE-luciferase, luminescence, 4-6 h; cells express a hypersensitive GLP-1R form. Potency, µM (series often up to 45.6 µM), for inactives: top-dose activation, most hits filed as activators. hit rate 0.007% among 380,000; also: potency is read from the fitted curve at half-maximal effect; % of control where 0% means no effect
Abeta yeast res: A-beta toxicity reversal in yeast; yeast expressing A-beta42, growth rescue, OD600, 48 h; response scale: 0% DMSO, 100% iron-clioquinol control; Potency, µM (doses to about 46.1 µM), inactives show at the highest dose growth rescue, most hits filed as activators; hit rate 0.063% among 410,000; AID 1347071; also: potency is read from the fitted curve at half-maximal effect; nearly all actives have a fitted effect of over 55% in size
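Growth rescue measured by 600 nm absorbance after 48 h yeast culture at 30 C with compound. Values normalized between DMSO and an equimolar ferric chloride plus clioquinol control.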
TDP-43 yeast inh: TDP-43 toxicity inhibition in yeast. TDP-43 expressing yeast growth rescue, BacTiter-Glo, 24 h. Potency, µM (titrated, usually from 46.1 µM), inactives show at the highest dose growth rescue (activation), hits mostly activators. hit rate 1.8% among 410,000; also: potency is read from the fitted curve at half-maximal effect; % of control where 0% means no effect; nearly all actives have a fitted effect of over 50% in size
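Galactose-induced TDP-43 yeast, OD600=0.02, compound pinned; 24 hr, 30 deg C; BacTiter-Glo luminescence for growth. Inhibitors of TDP-43 toxicity read as activators.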
aSyn yeast inh: alpha-synuclein toxicity inhibition in yeast. Yeast expressing alpha-synuclein, growth rescue, BacTiter-Glo, 24 h. Potency, µM (series often up to 46.1 µM), inactives show at the top dose growth rescue (activation), most hits filed as activators. hit rate 0.14% among 370,000. AID 652106; also: potency is read from the fitted curve at half-maximal effect; % of control where 0% means no effect; nearly all actives have a fitted effect of over 65% in size
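Rescue of yeast growth: cells expressing toxic alpha-synuclein, induced in galactose at OD600 0.02, incubated with compound 24 h at 30 C. ATP luminescence quantified growth; inhibitors of toxicity appear as activators.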
FUS yeast rescue: rescues growth of FUS-expressing yeast | S. cerevisiae FUS-expressing, growth rescue, OD600, 24 h | Potency, µM (doses to about 76.6 µM), for the others: at the highest dose growth rescue (activation), usual class: activators | hit rate 0.24% among 390,000 | AID 1347120;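 also: potency is read from the fitted curve at half-maximal effect; plate controls were DMSO vehicle for no effect and reference control for full effect; nearly all actives have a fitted effect of over 55% in size; some results filed as inactive show a strong effect at the top dose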
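Yeast expressing FUS under galactose induction, OD 0.005 in 2% galactose medium; compounds in a dilution series, 24 h at 30C. Growth rescue by absorbance at 600 nm; CP55940 positive control, DMSO negative.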
D3 antag: antagonists of human D3 dopamine receptor; P35462; D3R cells, DiscoveRx beta-arrestin luminescence, antagonist mode; active compounds read low; max response, negative = inhibition, %; hit rate 2.5% among 360,000; AID 652054; in the data active = max response below about -50%; inconclusive = no clear call, values can overlap the other calls; also: % is scaled to controls: 0 for no effect and ±100 for the full control effect; mostly tested at two doses, the higher about 12 µM
Target sequence (P35462 whole entry, looked up): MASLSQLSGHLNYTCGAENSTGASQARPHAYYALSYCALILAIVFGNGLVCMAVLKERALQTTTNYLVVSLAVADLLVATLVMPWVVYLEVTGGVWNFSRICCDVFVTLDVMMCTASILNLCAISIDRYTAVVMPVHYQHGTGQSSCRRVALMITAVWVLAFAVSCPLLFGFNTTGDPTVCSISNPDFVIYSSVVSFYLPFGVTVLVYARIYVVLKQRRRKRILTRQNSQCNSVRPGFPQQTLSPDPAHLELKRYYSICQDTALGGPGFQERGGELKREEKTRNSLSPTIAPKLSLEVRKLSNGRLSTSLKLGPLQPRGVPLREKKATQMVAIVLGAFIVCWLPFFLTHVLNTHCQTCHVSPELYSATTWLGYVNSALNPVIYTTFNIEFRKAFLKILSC
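Cells plated overnight at 1500 cells/well, then exposed to library compounds with dopamine controls for 90 minutes at 37 degrees C. DiscoveRx reagent added for 30–60 minutes at room temperature; luminescence read, quantitative HTS format.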
PTHR1 ag: agonists of human PTHR1 parathyroid hormone receptor; HEK293 GP2 PTHR1 cells, GloSensor cAMP luminescence, 1 h; Q03431; Potency, µM (top dose mostly 115 µM), without a hit: at the highest dose activation, most hits filed as activators; hit rate 0.075% among 410,000; also: potency is read from the fitted curve at half-maximal effect; nearly all actives have a fitted effect of over 55% in size; some results filed as inactive show a strong effect at the top dose; inactives centre near -15; many of its hits are not listed in these tables
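HEK-293-derived GP2 cells expressing PTHR1 and a GloSensor cAMP reporter, 3,000/well, plated overnight, given luciferin plus IBMX (each 0.5 mM as added) for 1 h at 37 °C, then compound for 1 h at 37 °C. Luminescence was read after 15 min at room temperature.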
Starred values were filed as active, the others as inactive; i = inactive; ? = inconclusive; nt = no result given; [ ] = dose if it differs, or a comment. Unless noted, calls follow the shape of the dose curve; as a rule, active = well fitted curve in the direction sought with a large enough effect; inconclusive = small, poorly fitted or top-dose-only effect, or another doubt; inactive = no such curve, though single readings can be large; an effect the other way counts as inactive or inconclusive. This is a subset. The share of hits here may be higher or lower than overall.

SMILES | GLP1R inv ag | pAkt inh | GLP1R ag | Abeta yeast res | TDP-43 yeast inh | aSyn yeast inh | FUS yeast rescue | D3 antag | PTHR1 ag
CCn1cc(C(=O)NC2CCCCCC2)c(=O)c2cc(S(=O)(=O)N3CCCCC3)ccc21 | -6% | i | 2% | -4% | -3% | -3% | -13% | -17 | 10%
COc1ccc(Cc2nnc(NC(=O)Cn3cnc4c3c(=O)n(C)c(=O)n4C)s2)cc1OC | 25% | nt | 4% | 16% | -10% | 0% | 13% | 10 | i
C=CCn1c(SCC(=O)NCC)nnc1-c1cc2c(s1)CCC(CC)C2 (stereo not given) | ? | i | 1% | -18% | 3% | -1% | 44% | -9 | -64%
CN1CCN(C(CNS(=O)(=O)c2cccs2)c2cccnc2)CC1 (stereo not given) | -5% | i | -2% | -3% | 23% | 0% | 3% | -10 | i
CSCCC(NC(=O)c1ccccc1Br)C(=O)Nc1ccc(C)cc1 (stereo not given) | 3% | i | -8% | 13% | 0% | 1% | nt | 7 | -19%
NC(=O)N/N=C/c1cccc(C(F)(F)F)c1 | 40%[activator] | i | -2% | -5% | 6% | 4% | -23% | 0 | 0%
CC1CN=C2C(C(=O)Nc3ccccc3)=C(O)CC(c3ccccc3)N21 (stereo not given) | ? | i | -8% | -16% | -10% | 0% | nt | 1 | i
COc1ccccc1-c1cnc(C(O)c2ccc(CN3CCCC3)cc2)[nH]1 (stereo not given) | 8% | i | 1% | -20% | -23% | -5% | -8% | -19 | 1%
O=C(Cc1ccc2c(c1)OCCO2)Nc1cc(Cl)ccc1N1CCOCC1 | -14% | i | 24% | 2% | -13% | -2% | 14% | 10 | i
O=C(NCc1ccccc1)c1ccc(/C=N/O)nc1 | -7% | i | -10% | 17% | 1% | 0% | 18% | 5 | -10%[57.5 µM]
O=C(O)CCC(=O)Nc1cccc(C(=O)c2ccccc2)c1 | 19% | i | -6% | nt | -3% | 8% | -2% | 0 | i
CC(C)NC(=O)N(C)C[C@H]1Oc2ccc(NC(=O)Nc3ccccc3)cc2C(=O)N([C@H](C)CO)C[C@@H]1C | 9% | i | 0% | -7% | 5% | 4% | -3% | 1 | i
CCCCN(CC)C(=O)Cn1nc(Cc2ccncc2)c2ccccc2c1=O | 16% | i | -1% | 2% | 1% | 3% | -13% | 10 | i
CC(=O)Nc1ccc(NC(=O)c2ccc3c(c2)CCN3S(C)(=O)=O)cc1 | 0% | i | 13% | 3% | -9% | -1% | -8% | -3 | -4%
CC(Sc1ccccc1)C(=O)N1CCN(S(=O)(=O)c2ccc(Cl)cc2)CC1 (stereo not given) | 10% | i | 6% | 3% | ? | 12% | 6% | -1 | -49%[inhibitor]
CC(C)Cc1cc(CNC(=O)C2CCC(=O)N(CCc3cccc(F)c3)C2)on1 (stereo not given) | -28% | i | 4% | ? | -2% | 4% | 27% | -4 | -3%
COCCNC(=S)N(CCCO)Cc1cc2cc3c(cc2[nH]c1=O)OCCO3 | 5% | i | -11% | 2% | -12% | -6% | 6% | 16 | i
CCOC(=O)C1=C(C)N=c2sc(=Cc3ccc(OCC(=O)O)cc3)c(=O)n2C1c1ccc(SC)cc1 (stereo not given) | 17% | i | -7% | -9% | 0% | -51%[inhibitor] | ? | -20 | -86%[inhibitor]
Cc1cc(CNC(=O)COc2ccc(F)cc2Cl)cc(C)c1O | 75%[activator] | i | 17% | -13% | 12% | 12% | 7% | -8 | -3%
COc1cccc2c(=O)c3c([nH]c12)OC(C)(C)C3 | 14% | i | 9% | 5% | -10% | 0% | 4% | 14 | i
COC(=O)c1cccc(N2C(=O)C3CC=CCC3C2=O)c1 (stereo not given) | 8% | i | 2% | 10% | 17% | 6% | -5% | 9 | i
Cc1ccc(NC(=O)C2CCC(CNC(=O)[C@@H]3Cc4ccccc4CN3)CC2)c(C)c1 (stereo not given in full) | 4% | i | 3% | 6% | 0% | -2% | 0% | -11 | i
CC(C)CN1C(=O)CSCC1(C)C(=O)NCc1ccccc1 (stereo not given) | 0% | i | nt | -4% | 5% | 3% | -19% | -1 | -19%
CC1CCCCC12NC(=O)N(CC(=O)N1CCc3ccccc3C1)C2=O (stereo not given) | -16% | i | -17% | -4% | 10% | 0% | 1% | 5 | i
COc1ccc(NS(=O)(=O)c2cccc(C(=O)NCc3ccccn3)c2)cc1 | 12% | i | -5% | 5% | 18% | 0% | -7% | -3 | -47%[inhibitor]

Among those listed so far, three have a Cl atom.
SMILES | GLP1R inv ag | pAkt inh | GLP1R ag | Abeta yeast res | TDP-43 yeast inh | aSyn yeast inh | FUS yeast rescue | D3 antag | PTHR1 ag
O=C(Cc1ccc2c(c1)OCCO2)Nc1cc(Cl)ccc1N1CCOCC1 | -14% | i | 24% | 2% | -13% | -2% | 14% | 10 | i
CC(Sc1ccccc1)C(=O)N1CCN(S(=O)(=O)c2ccc(Cl)cc2)CC1 (stereo not given) | 10% | i | 6% | 3% | ? | 12% | 6% | -1 | -49%[inhibitor]
Cc1cc(CNC(=O)COc2ccc(F)cc2Cl)cc(C)c1O | 75%[activator] | i | 17% | -13% | 12% | 12% | 7% | -8 | -3%

The list goes on:
SMILES | GLP1R inv ag | pAkt inh | GLP1R ag | Abeta yeast res | TDP-43 yeast inh | aSyn yeast inh | FUS yeast rescue | D3 antag | PTHR1 ag
O=C(CSc1ccc(-c2ccncc2)nn1)N1CCCC1 | 5% | i | -4% | -4% | 1% | 1% | -2% | 16 | -24%
Cc1ccc(C)n1-c1ccsc1C(=O)CC#N | 6% | i | -1% | -12% | 24% | 0% | -5% | 7 | i
O=C(NNC(=S)Nc1ccc(C(=O)O)c(O)c1)c1ccncc1 | 0% | i | -1% | 8% | -13% | 0% | ? | -11 | i
CCN(CC)S(=O)(=O)c1ccc(NC(=O)c2ccc(N3CCCC3=O)cc2)cc1 | 5% | i | -2% | -3% | -9% | 8% | 11% | 4 | -44%[inhibitor]
COCCCNCCOCCOc1ccc(Cl)cc1C(C)(C)C | 3.5µM* | i | -14% | -16% | -30%[inhibitor] | -2% | nt | -23 | 30%
Cc1cc(C)cc(-n2c(SCC(=O)Nc3ccc4c(c3)OCCO4)nc3c([nH]c4ccccc43)c2=O)c1 | 20% | nt | -5% | -2% | 12% | 1% | 2% | nt | -7%
CC1(C)CC(O)C(C(O)c2cccc([N+](=O)[O-])c2)C(C)(C)N1 (stereo not given) | 20% | i | 10% | -11% | 13% | 0% | -17% | 7 | -3%
COC(=O)/N=C/c1c(NCc2ccccc2)nc2c(C)cccn2c1=O | 146%[activator] | i | ? | -4% | -7%[0.397 µM] | 1% | 0% | 16 | i
COc1cccc2cc(C(=O)NCc3ccco3)c(=O)oc12 | 34% | i | -2% | 3% | 15% | -1% | -24% | 5 | -14%
NC(=O)NCCCC(=O)OCC(=O)c1ccc2ccccc2c1 | 21% | i | 7% | -15% | -15% | -5% | -20% | 0 | i
COc1cccc(OCc2nc3ccccc3n2CCOc2ccccc2)c1 | ? | nt | nt | ? | 22% | nt | 5% | nt | i
O=C(NCc1cnc2ccccn12)C1CCC(=O)N(Cc2cccc(F)c2)C1 (stereo not given) | 34%[activator] | i | -2% | -8% | -14% | -7% | 4% | -22 | i
COc1ccc2cc(C#N)c(SCC(=O)NNC(=O)Cc3ccccc3)nc2c1 | -10% | i | 0% | -12% | -10% | -5% | nt | -21 | -21%
CCCN(C(=O)c1cc2ccc3cccnc3c2[nH]1)c1ccc(F)cc1 | 4% | nt | nt | -9% | 27% | nt | -3% | nt | -3%
CCc1nc(SCC(=O)NCCc2ccc(OC)c(OC)c2)c2c(=O)n(C)c(=O)n(C)c2n1 | 11% | i | 14% | 20% | 17% | 0% | -30% | 16 | i
COCCN(Cc1ccccc1)C(=O)c1cccc(S(=O)(=O)N2CCN(c3ccc(F)cc3)CC2)c1 | ? | i | 17% | 25% | 25% | 13% | 24% | -16 | -39%[inhibitor]
Cc1ccc(/C=C2\NC(=S)NC2=O)cc1[N+](=O)[O-] | 7% | i | 13% | ? | -7% | 2% | 16% | 5 | i
S=c1[nH]nc(-c2ccco2)n1/N=C/c1cccc(Cl)c1Cl | 14% | i | -14% | -4% | ? | 12% | nt | 1 | i
O=C1OC(CCl)CN1Cc1ccc([N+](=O)[O-])cc1 (stereo not given) | 3% | i | 5% | -4% | -8% | -1% | 11% | -13 | i
CCOC(=O)/C(C#N)=C1/SC(CCO)C(=O)N1c1ccccc1 (stereo not given) | 11% | i | 1% | -8% | -4% | -2% | 13% | 15 | 7%
CCc1ccccc1NC(=O)NNC(=O)CCc1ccc(OC)cc1 | -30% | i | -2% | 8% | 8% | -2% | 16% | 6 | -4%
CCc1ccccc1NC(=S)N(CCN(C)C)C(C)c1ccccn1 (stereo not given) | 0% | i | -12% | 4% | -32% | 1% | 16% | -21 | -22%[57.5 µM]
Cn1cnnc1SCC(=O)c1ccco1 | 23% | i | 17% | -12% | -13% | -3% | 11% | -13 | i
COc1ccc(Cl)cc1NC(=O)CSc1nnc(CNC(=O)c2cccs2)o1 | -7% | i | 2% | -2% | 8% | -2% | 3% | 2 | i
Cc1ccc(OCC(=O)Nc2nc(-c3ccc(Br)cc3)ns2)cc1 | 9% | nt | nt | 13% | 8% | nt | -2% | nt | -20%
COc1ccc(NC(=O)COC(=O)CNC(=O)c2cc(OC)c(OC)c(OC)c2)cc1 | 11% | i | -5% | -5% | -2% | 1% | nt | -25 | i
COc1cc2cc(CN(CCO)C(=O)c3cccs3)c(=O)[nH]c2cc1OC | 14% | i | 0% | 5% | -11% | 0% | 31% | -16 | -2%[57.5 µM]
O=C(CN1C(=O)C2CCCCC2C1=O)Nc1ccccc1N1CCCC1 (stereo not given) | 6% | i | 3% | 14% | -16% | 2% | 5% | -13 | -12%

Compound activity (PubChem BioAssay)
